# Bioassay records as filed in PubChem.
# Vif-A3F inh: inhibitors of Vif-A3F interaction. AID 602313. Potency, µM (top dose mostly 46.1 µM), for the others: at the top dose activity, negative = active. 390,000 tested, 0.2% active. HeLa A3F-eYFP + Vif (tagged APOBEC3F with the HIV-1 protein that degrades it), YFP fluorescence increase; note: % of control where 0% means no effect; nearly all actives have a fitted effect of over 65% in size
#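 Fluorescence increase (Ex 488/Em 500-530) after overnight compound treatment at 37 deg C flags inhibition of Vif-driven A3F-eYFP loss in stable HeLa A3F-eYFP/Vif cells seeded overnight beforehand.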
# TrxR1 substrate: rat thioredoxin reductase 1 substrate activity; O89049; purified TrxR1 substrate turnover, NADPH consumption readout; Potency, µM (doses to about 114 µM), for inactives: top-dose activity change, negative = substrate turnover; 390,000 tested, 0.01% active; note: % is set by controls: 0 for no effect and ±100 for the full control effect; nearly all actives have a fitted effect of over 50% in size
#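 Rat TrxR1, dispensed at 90 nM, was prereduced with 400 uM NADPH (final) for 5 min at ~22 deg C, then incubated with compound 15 min before 400 uM selenite. A first-read NADPH fluorescence drop versus no-compound background flagged substrates.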
# rTrxR1 inhibitor: blocks rat thioredoxin reductase 1. O89049. recombinant rTrxR1, NADPH fluorescence consumption, selenite substrate. Potency, µM (highest dose often 114 µM), without a hit: at the highest dose activity change, negative = inhibition, usual class: inhibitors. 390,000 tested, 1% active; note: % is set by controls: 0 for no effect and ±100 for the full control effect; nearly all actives have a fitted effect of over 65% in size
#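 Rat TrxR1 (90 nM in the dispensed reagent) was pre-reduced with 400 uM NADPH for 5 min at room temperature, then incubated with compound for 15 min. After 400 uM selenite was added, NADPH fluorescence (Ex 340/Em 450 nm) was followed for 8 min.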
# ALOX12 inh: ALOX12 (human) lipoxygenase inhibition; P18054; purified 12hLO, xylenol orange hydroperoxide absorbance; Potency, µM (series often up to 108 µM), for the others: top-dose activity change, negative = inhibition, usual class: inhibitors; 580,000 tested, 1.1% active; AID 1671190; note: % is set by controls: 0 for no effect and ±100 for the full control effect
# Target sequence (P18054 whole entry, looked up): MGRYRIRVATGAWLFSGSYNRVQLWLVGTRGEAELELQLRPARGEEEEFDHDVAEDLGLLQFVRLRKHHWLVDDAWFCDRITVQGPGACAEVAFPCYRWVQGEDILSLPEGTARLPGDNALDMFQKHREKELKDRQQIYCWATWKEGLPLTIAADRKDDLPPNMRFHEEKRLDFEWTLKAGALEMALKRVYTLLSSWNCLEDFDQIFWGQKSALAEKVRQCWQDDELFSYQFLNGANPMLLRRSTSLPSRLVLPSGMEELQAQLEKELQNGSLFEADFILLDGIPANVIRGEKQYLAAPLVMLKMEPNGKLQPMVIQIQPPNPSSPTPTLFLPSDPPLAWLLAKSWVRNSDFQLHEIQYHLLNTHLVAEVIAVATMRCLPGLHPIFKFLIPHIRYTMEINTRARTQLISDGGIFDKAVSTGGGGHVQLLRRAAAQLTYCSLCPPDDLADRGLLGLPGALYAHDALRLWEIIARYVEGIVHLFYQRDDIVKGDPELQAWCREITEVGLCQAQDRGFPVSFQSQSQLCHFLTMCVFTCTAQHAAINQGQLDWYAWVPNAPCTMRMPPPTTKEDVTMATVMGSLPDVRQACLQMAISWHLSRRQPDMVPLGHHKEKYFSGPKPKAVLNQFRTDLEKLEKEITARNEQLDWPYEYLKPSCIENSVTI
#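 Purified human 12hLO at 150 nM in 25 mM Hepes, 0.01% Triton X-100, pH 7.0, preincubated 15 min at room temperature with compound. Reaction started with 40 uM arachidonic acid, 30 min at room temperature. Hydroperoxide measured by Fe-xylenol orange, 573/405 nm absorbance ratio.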
# USP1-UAF1 inh: inhibitors of human USP1/UAF1 deubiquitinase. 390,000 tested, 0.23% active. Potency, µM (highest dose often 57.1 µM), without a hit: at the top dose activity change, negative = inhibition, usual class: inhibitors. recombinant USP1/UAF1, Ub-Rhodamine cleavage fluorescence. O94782. AID 743255; note: % is set by controls: 0 for no effect and ±100 for the full control effect; nearly all actives have a fitted effect of over 60% in size; inactives centre near -12
#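 In this screen, compounds sit with the deubiquitinase complex (1nM) for 15 min at room temperature before Ub-Rho is added at 150nM final. Fluorescence rise is then followed for 6 reads every 60 seconds.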
# RXFP1 ag: activates the human relaxin receptor RXFP1; Q9HBX9; HEK293T-RXFP1 cAMP TR-FRET, 30 min; response scale: percent of porcine relaxin response, buffer zero; Potency, µM (doses to about 57.5 µM), for the others: at the highest dose activation, most hits filed as activators; 370,000 tested, 0.3% active; note: % is set by controls: 0 for no effect and ±100 for the full control effect; nearly all actives have a fitted effect of over 60% in size; many of its hits are not listed in these tables
#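 Agonist response is measured as cAMP accumulation in an RXFP1-transfected HEK293T line under PDE4 inhibition. Values are scaled between buffer-only and 29 nM porcine relaxin, and EC50s come from standard Hill equation fits.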
# RGS4 inhibitor: inhibitors of human regulator of G protein signaling 4. P49798. AID 504845. Potency, µM (titrated, usually from 114 µM), for inactives: top-dose activity change, negative = inhibition, hits mostly inhibitors. Transcreener GDP fluorescence polarization, RGS4-accelerated GTP hydrolysis. 390,000 tested, 0.039% active; note: % is set by controls: 0 for no effect and ±100 for the full control effect; nearly all actives have a fitted effect of over 75% in size; some results filed as inactive show a strong effect at the top dose
# Target sequence (P49798 whole entry, looked up): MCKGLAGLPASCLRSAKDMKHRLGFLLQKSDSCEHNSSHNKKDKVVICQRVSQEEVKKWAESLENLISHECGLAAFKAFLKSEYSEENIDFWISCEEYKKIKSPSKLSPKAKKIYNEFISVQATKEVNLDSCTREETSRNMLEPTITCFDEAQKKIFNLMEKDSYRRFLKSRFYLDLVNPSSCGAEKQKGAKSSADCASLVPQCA
#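 MLSMR compounds (23 nl, pin-transferred) preincubated 10 min at room temperature with a 500nM (2x) first reagent, then RGS4 at 900nM (2x) plus Transcreener GDP mix added; fluorescence polarization (620/688 nm) read before and after 90 min at 30 °C.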
# Vif-APOBEC3G blk: inhibitors of Vif-APOBEC3G interaction; AID 602310; Q9HC16; 410,000 tested, 0.076% active; Potency, µM (highest dose often 46.1 µM), for the others: at the highest dose activity, negative = active, usual class: inhibitors; HeLa A3G-eYFP + Vif (tagged APOBEC3G with the HIV-1 protein that degrades it), YFP fluorescence, overnight;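 note: % is set by controls: 0 for no effect and ±100 for the full control effect; nearly all actives have a fitted effect of over 60% in size; hits raise eYFP signal because A3G escapes Vif-driven loss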
#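 Read-out is eYFP fluorescence (Ex 488/Em 500-530) from Vif-expressing HeLa A3G-eYFP cells; more signal means A3G escaped Vif-mediated degradation. Cells plated overnight, compound pinned in, incubated overnight at 37 deg C.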
# mIDH1 inhibitor: blocks human mutant IDH1 R132H enzyme; AID 602179; O75874; IDH1-R132H enzyme, NADPH consumption, diaphorase/resazurin fluorescence; Potency, µM (top dose mostly 76.6 µM), for the others: at the highest dose activity change, negative = inhibition, most hits filed as inhibitors; 390,000 tested, 0.093% active; note: % is set by controls: 0 for no effect and ±100 for the full control effect; nearly all actives have a fitted effect of over 65% in size
#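 IDH1-R132H (0.5 ug/mL) preincubated 30 min with compound, then NADPH (0.016 mM) and alpha-KG (2 mM) added; 80 min at RT, pH 7.5. Remaining NADPH coupled via diaphorase/resazurin to fluorescence (540/590 nm); concentration-response curves normalized to no-enzyme control.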
# Numbers without * were called inactive; i = inactive; ? = inconclusive; . = no result given; & = joins results of further samples; [ ] = another dose, or the depositor's remark. Calls come from the whole dose curve; as a rule, active = well fitted curve in the direction sought with a large enough effect; inconclusive = small, poorly fitted or top-dose-only effect, or another doubt; inactive = no such curve, though single readings can be large; an effect the other way counts as inactive or inconclusive. Potency is the fitted concentration of half-maximal effect. Not all compounds are listed. The share of hits here may be higher or lower than overall.
Molecule	Vif-A3F inh	TrxR1 substrate	rTrxR1 inhibitor	ALOX12 inh	USP1-UAF1 inh	RXFP1 ag	RGS4 inhibitor	Vif-APOBEC3G blk	mIDH1 inhibitor
CC1=CC2=NC(=O)/C(=C/c3cccn3Cc3ccccc3)C(=N)N2O1	9%	8%[57.1 µM]	7%[11.4 µM]	13%	-24%	-1.1%	-13%	-6%	-9%
COc1ccc(NC(=O)CCOc2ccc(C)cc2)cc1S(=O)(=O)N1CCOCC1	4%	-14%	-13%	207%[activator]	-15%	-0.9%	-1%	-1%	1%
Nc1nccc(-c2cc(-c3ccc(Cl)cc3Cl)no2)n1	4%	7%[57.1 µM]	-3%[57.1 µM]	86%[activator]	-1%	-0.5%	-29%	-3%	0%
CC1(O)CC(c2ccc(Cl)cc2)=NN1C(=O)c1ccc(Cl)cc1 (stereo not given)	-8%	11%[2.29 µM]	40%[2.29 µM]	0%	-6%	1.0%	18%	-1%	2%
N#C/C(=C\c1ccc(O)c(O)c1)C(=O)N1CCc2ccccc21	-6%	-5%	-6%	?	-24%	-0.3%	-12%	-6%	4%
CCN(CC)C(=O)CSc1nnc([C@@H](N)Cc2ccccc2)o1	0%	-15%	-12%	8%	1%	1.4%	-9%	2%	-1%
O=C1NC(=S)NC(=O)C1Nc1ccc(Cl)cc1	-10%	-1%	11%	?	-10%	.	?	-7%	-27%
C#CCN(C[C@@H]1[C@@H](OC(=O)NCc2ccccc2F)[C@@H](OC(=O)NCc2ccccc2F)Cn2c(=O)n(CCCCCC)c(=O)n21)S(=O)(=O)c1ccc(C)cc1	?	.	.	-9%	-27%	.	.	1%	2%
O=C(NCc1ccccn1)Nc1cccc(NC(=O)NCc2ccccn2)c1	5%	-9%	-18%	-25%	-3%	-0.2%	23%	-4%	-2%
CCCCN(C)C(=O)c1nc2ccccn2c1CNCCCn1nnc2ccccc21	9%	-8%	?	-2%	-13%	-0.1%	13%	1%	5%
O=C(O)c1ccccc1OCc1ccccc1Br	-2%	9%[57.1 µM]	21%[57.1 µM]	35%[activator]	-3%	0.0%	10%	1%	-7%
O=C1CC2CS(=O)(=O)CC2N1c1ccc(Cl)cc1Cl (stereo not given)	-5%	4%	20%	-6%	-15%	0.1%	2%	2%	5%
CCn1c(=O)c2sccc2n2c(CCC(=O)Nc3ccc(OC)c(Cl)c3)nnc12	-4%	6%	17%	-2%	-26%	5.9%	-6%	2%	-10%
CC1CN(S(=O)(=O)c2ccc(C(=O)NCCCn3ccnc3)cc2)CC(C)O1 (stereo not given)	2%	-4%[57.1 µM]	2%[57.1 µM]	1%	-16%	1.2%	9%	0%	2%
COc1ccccc1N=C(C)C1=C(O)CC(c2ccccc2)CC1=O (stereo not given)	-15%	7%[57.1 µM]	5%[57.1 µM]	-9%	-16%	-2.6%	1%	?	6%
O=C(CN1CCN(Cc2ccc(F)cc2Cl)C1=O)NCCc1ccc(Cl)cc1	6%&2%	0%&-1%	7%&5%	?	-27%&-10%	3.4%&-2.6%	-7%&8%	5%&0%	-5%&10%
COc1ccc(-n2nnnc2SCC(=O)Nc2ccccc2N2CCOCC2)cc1	-6%	5%[57.1 µM]	6%[57.1 µM]	-7%	-12%	0.0%	2%	0%	-6%
COc1ccc(NC(=O)CC2CC3CCC2C3)cc1S(=O)(=O)N1CCOCC1 (stereo not given)	0%	6%[11.4 µM]	-12%[11.4 µM]	-7%	-13%	.	9%	0%	6%
Cc1ccc(C(=O)N/C(=C/c2ccco2)C(=O)NCc2ccco2)cc1	-15%	-3%	?	?	4%	-0.6%	-8%	-2%	1%
COc1ccc(CCNC(=O)Cc2c(C)c3c(cc(C)c4c(C)c(C)oc43)oc2=O)cc1	5%	-1%	17%	-15%	10%	-1.1%	-7%	-1%	-7%
COCOCCn1cc(CN2CCS(=O)(=O)N(Cc3ccc(-c4ccc(OC)cc4)cc3)C(C)C2=O)nn1 (stereo not given)	-11%	.	.	?	1%	.	.	0%	-4%
COc1ccc(N2CCN(C(=O)Nc3ccc(S(=O)(=O)N(C)C)cc3)CC2)cc1	-6%	13%	25%	31%	-5%	0.2%	19%	0%	0%
CCCCC(CCc1ccccn1)C(=O)c1ccccc1 (stereo not given)	1%	9%[11.4 µM]	21%[11.4 µM]	-29%	-10%	.	11%	-6%	10%
CN(CC(=O)NCCCc1ccccc1)S(=O)(=O)c1ccc(Br)cc1	12%	4%[57.1 µM]	10%[57.1 µM]	13%	-16%	1.7%	-16%	0%	5%
Cc1cccc(NC(=O)NNC(=O)c2sccc2-n2cccc2)c1	13%	0%	15%	8%	-15%	-1.1%	1%	7%	-10%
COc1ccc2c(c1)c1c(c(=O)n(-c3ccccc3)c(=O)n1CC(=O)NCc1ccc(C)cc1)n2C	-3%	16%	18%	0%	-14%	2.0%	0%	-5%	0%
Cc1ccc2c(=O)c(C(=O)c3ccccc3)cn(CC(=O)Nc3ccc(C)c(Cl)c3)c2n1	?	-1%	14%	-8%	-14%	?	-4%	-29%	-2%
CCCC[C@H]1COCCS(=O)(=O)N1Cc1ccccc1F	-3%	-4%[57.1 µM]	-5%[57.1 µM]	-2%	-16%	-6.1%	14%	2%&-3%	12%
CCC1CN(C(=O)N2CCC(C(=O)Nc3cc(C)ccc3C)CC2)c2ccccc2O1 (stereo not given)	1%	-5%	?	-13%	-25%	-3.6%	29%	1%	-9%
O=C(O)c1ccccc1C(=O)NNc1ccc(F)cc1	0%	21%[57.1 µM]	-16%[57.1 µM]	?	-13%	0.0%	?	-8%	7%
CSc1nc2nccc(/C=C\c3ccccc3)n2n1	2%	-7%	-16%	0%	-9%	-2.7%	-33%	-30%	0%
Cc1ccc2c(c1)N(CCC(=O)NCc1ccc3c(c1)OCO3)C(=O)CO2	-1%	5%	20%	-4%	-18%	-2.2%	-6%	2%	6%
COc1ccc(S(=O)(=O)NCCCCNS(=O)(=O)c2ccc(OC)cc2)cc1	1%	-9%	-6%	-26%	-4%	-0.2%	2%	0%	11%
O=c1[nH]c(CSc2nc(-c3ccc(F)cc3)cs2)nc2ccccc12	-9%	1%	4%	-9%	-21%	1.3%	-24%	-8%	1%
CC(=O)Nc1cc2c3c(c1)CC(=O)N3CCC2	5%	-9%	8%	-21%	-16%	2.7%	-19%	1%	1%
Cc1cc(C)c2c(-n3cccc3)c(C(=O)NNS(=O)(=O)c3ccccc3)sc2n1	2%	0%	-3%	?	-19%	2.3%	-3%	-5%	4%
Cc1noc(C(F)(F)F)c1C(=O)NNC(=O)c1cccc(C(F)(F)F)c1	13%	0%	22%	i	-15%	-52%[inhibitor]	19%	-1%	1%
Clc1ccc(Cl)c(-c2nn3c(Cn4cnc5ccccc54)nnc3s2)c1	1%	8%	23%	24%	4%	.	13%	0%	-2%
NC(=O)C1CCN(C(=O)c2ccc(Cl)c(NC(=O)c3cccs3)c2)CC1	1%	.	.	11%	-13%	.	.	1%	8%
O=C(OCc1c(-c2ccccc2)ncc2ccccc12)c1ccc(Cl)cc1Cl	4%	-1%	10%	-5%	?	2.2%	5%	-3%	-6%
Cc1ccnc(NC(=O)c2cc([N+](=O)[O-])cc([N+](=O)[O-])c2)c1	3%	11%[57.1 µM]	21%[57.1 µM]	?	3%	5.3%	16%	0%	-17%
COc1cccc(CNCc2ccco2)c1O	?	8%	8%	-19%	-23%	-0.2%	-15%	-1%	4%
COC(=O)c1c(NC(=O)CSc2nnc(-c3ccco3)n2Cc2ccccc2)sc(C)c1C	0%	-8%	-18%	-26%	-15%	1.8%	-1%	0%	-2%
Cc1cccc(OCc2nnc(SCC(=O)N3CCCC3)n2C)c1	5%	6%	16%	?	-3%	0.1%	5%	0%	-3%
O=C(O)c1ccc2c(c1)N(Cc1ccccc1F)C(=O)c1ccccc1S2=O (stereo not given)	-3%	-2%	7%	-7%	-11%	0.1%	-3%	-7%	-14%
CC1CC(CCN)(c2ccccc2)C(C)CN1C (stereo not given)	5%	3%	20%[57.1 µM]	76%[activator]	-19%	3.7%	-5%	-2%	10%
CCN1CCN(Cc2ccc(NC(=O)c3cc(NC(=O)c4cc5cccc(OC)c5o4)cc(OC)c3)cc2C(F)(F)F)CC1	?	6%[57.1 µM]	34%[activator][57.1 µM]	-98%&-66%	-19%&-26%	1.7%	?	?	1%&15%
O=C(Cc1ccccc1)N[C@H](c1ccccc1)P(=O)(O)CO	9%	-5%	7%	-9%	-22%	1.0%	-14%	-1%	6%
CCOP(=O)(OCC)C(Nc1cc(Cl)cc(Cl)c1)c1cccc(O)c1 (stereo not given)	-18%	-10%	1%	?	-12%	-2.3%	-13%	-6%	2%
O=c1cc(NCc2ccccc2)nc2n1CCCS2	-20%	-8%	-8%	6%	6%	0.1%	-18%	0%	1%
